Cav3 T inh: Cav3.2 calcium influx blockers – cell-based, Fluo-4 calcium fluorescence, FDSS, MLSMR library, primary screen; Cav3.2-expressing cells; stronger effect = lower value; AID 449739, 2010; Voltage-dependent T-type calcium channel subunit alpha-1H (Homo sapiens), O95180; B-score at 10 µM; 4% of 100,000 active;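 active = single-dose well whose peak fluorescence ratio is a statistical outlier from its plate by either plate-standardised score or position-corrected B-score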
The depositor's hits bear a star.

Start of the data: the first 4 entries, ahead of the listing:
no.	canonical_smiles	Cav3 T inh
1	Cc1ccc(N2C(=O)Nc3ccc(Br)cc3C2(O)C(=O)NCCCN(C)C)cc1C (stereo not given)	0.093
2	O=C(NC1CCCCCCC1)C1CCN(S(=O)(=O)N2CCCC2)CC1	2.2
3	CC(C)(CO)C(O)C(=O)NCCC#N (stereo not given)	0.99
4	CCOC(=O)c1ccc(NC(=O)C2(c3ccc(Cl)cc3)CCCC2)cc1	0.24

The whole of this part (from the top)
no.	canonical_smiles	Cav3 T inh
1	Cc1ccc(N2C(=O)Nc3ccc(Br)cc3C2(O)C(=O)NCCCN(C)C)cc1C (stereo not given)	0.093
2	O=C(NC1CCCCCCC1)C1CCN(S(=O)(=O)N2CCCC2)CC1	2.2
3	CC(C)(CO)C(O)C(=O)NCCC#N (stereo not given)	0.99
4	CCOC(=O)c1ccc(NC(=O)C2(c3ccc(Cl)cc3)CCCC2)cc1	0.24
5	Cn1c(=O)c2[nH]c(NCCCN3CCOCC3)nc2n(C)c1=O	-0.065
6	COc1ccccc1CNC(=O)C(=O)NCC1CCCO1 (stereo not given)	0.18
7	Cc1cc(NC(=O)CSc2c(C)[nH]c3ccccc23)no1	-5.6*
8	CC1CCCCN1S(=O)(=O)c1ccc(NC(=O)c2ccco2)cc1 (stereo not given)	-0.031
9	COc1ccc(N2C(=O)C3C4C=CC(CC4)C3C2=O)c([N+](=O)[O-])c1 (stereo not given)	0.98
10	CCOC(=O)c1sc2ncn(/N=C/N(C)C)c(=O)c2c1C	0.25
11	Cc1ccc(N(CC(N)=O)C2SC(=O)N(Cc3ccccc3)C2=O)cc1 (stereo not given)	-0.31
12	O=C(Cn1cnc2c(cnn2-c2ccc(F)cc2)c1=O)N1CCN(c2ccccc2F)CC1	-1.8

Given with values ahead of the structure: part of the list above.
cpd	Cav3 T inh	Structure
2	2.2	O=C(NC1CCCCCCC1)C1CCN(S(=O)(=O)N2CCCC2)CC1
3	0.99	CC(C)(CO)C(O)C(=O)NCCC#N (stereo not given)
4	0.24	CCOC(=O)c1ccc(NC(=O)C2(c3ccc(Cl)cc3)CCCC2)cc1
5	-0.065	Cn1c(=O)c2[nH]c(NCCCN3CCOCC3)nc2n(C)c1=O
6	0.18	COc1ccccc1CNC(=O)C(=O)NCC1CCCO1 (stereo not given)

Further structures
no.	canonical_smiles	Cav3 T inh
13	O=C(c1ccc2c(c1)OCO2)N1CCN=C1SCc1cccnc1	0.44
14	NC(=O)CC[C@@H]1NC(=O)C(Cc2ccc(O)cc2)NC(=O)c2cc([N+](=O)[O-])cc(F)c2NCCC[C@@H](C(N)=O)NC1=O (stereo not given in full)	-0.11
15	COC(=O)NCC12CC3CC(C1)CC(CNC(=O)OC)(C3)C2	0.11
16	CC1CCN(S(=O)(=O)c2cccc(C(=O)O)c2)CC1	-3.5
17	CCOc1ccc2nc(NC(NC(C)=O)(C(=O)OC)C(F)(F)F)sc2c1 (stereo not given)	-2.8
18	CC1CN(C(=O)c2cn3ccccc3n2)CC(C)O1 (stereo not given)	-0.17
19	Cc1ccccc1NS(=O)(=O)c1cc(C(=O)Nc2cccc(N(C)S(C)(=O)=O)c2)ccc1C	-3
20	O=C(CN1CCOCC1)NCC12CC3CC(CC(C3)C1)C2	1.2
21	CC(C)(C)n1[nH]c2c3c(ccc2c1=O)C(=O)c1ccccc1C3=O	1.4
22	CCCCNC(=O)CSc1nc2ccccc2c(=O)n1Cc1ccc2c(c1)OCO2	0.12
23	C=CCn1c(=N)n(CC(O)COc2ccccc2OC)c2ccccc21 (stereo not given)	-0.025
24	CC(Sc1nc(-c2ccccc2)cc(C(F)(F)F)n1)C(=O)NCc1ccco1 (stereo not given)	-1.4
25	Cc1ccc(NC(=O)CSc2nc3ccccc3c(=O)n2CCCN2CCCCC2)cc1C	-3.1
26	CCn1nc(C(=O)OC2CCOC2=O)c2ccccc2c1=O (stereo not given)	0.43
27	N#CC1=C(N)NC(SCC(=O)Nc2ccc(Br)cc2)=C(C#N)C12CCCCC2	-6.5*
28	Cc1csc(NC(=O)CSc2nnc(Cn3c(=O)sc4ccccc43)n2-c2ccccc2)n1	0.57
29	CC(=O)Nc1ccc(NC2=CC(=O)CC(C)(C)C2)cc1	0.022
30	CCOC(=O)c1ccc(NC(=O)CCn2nnc3ccccc32)cc1	0.21
31	CC12CN(S(=O)(=O)c3ccccc3)CC(C)(CN(S(=O)(=O)c3ccccc3)C1)C2	0.0062
32	O=C(c1ccco1)N1CCN(S(=O)(=O)c2cccc3nsnc23)CC1	0.84
33	O=S(=O)(NCC1CCCO1)c1cccc2nsnc12 (stereo not given)	-0.43
34	Cc1c(Cl)cccc1NC(=O)CCC(=O)NNC(=O)c1ccccc1Cl	1
35	Cc1ccc2c(=O)cc(C(F)F)oc2c1	-1.1
36	CCCC(C(=O)NCC1CCCO1)N(Cc1ccco1)C(=O)CNS(=O)(=O)c1ccccc1 (stereo not given)	1.6
37	O=C(NCc1ccco1)c1cc2c(s1)CSC2	0.77
38	COc1ccc(C(=O)Nc2cc(OCc3ccccc3)c(Cl)cc2Cl)cc1	-0.84
39	Cc1ccc2nc(NC(=O)Cc3cccs3)sc2c1	-3.6*
40	CCOC(=O)c1sc(NC(=O)CSc2nnnn2-c2ccc(C)cc2)c(C(=O)OCC)c1C	-1.8
41	Cc1ccccc1C(=O)Nc1nc(=S)ss1	-5*
42	COc1ccc(-c2csc(Cc3nnc(N4CCOCC4)n3-c3ccccc3)n2)cc1	0.9
43	COc1cccc(CNc2ccc(N3CCC(C)CC3)cc2)c1OC	-7.7*
44	COc1ccc(OC)c(C2C3=C(COC3=O)Nc3cc4c(cc32)OCO4)c1 (stereo not given)	-0.14
45	C=CCSc1nccc(-c2cc(Cl)sc2Cl)n1	-1
46	CCc1ccccc1OCCCOc1ccc(OC)cc1	0.73
47	COc1ccc(CN(C(=O)c2cnccn2)C(C(=O)Nc2ccc(F)cc2)c2ccccc2)cc1 (stereo not given)	-2.1
48	CC(C(=O)Oc1ccc2c(c1)OCO2)N1C(=O)c2ccccc2C1=O (stereo not given)	-3.6*
49	COc1ccc(CC(=O)Nc2c3c(nn2-c2cccc(Cl)c2)CS(=O)C3)cc1 (stereo not given)	-0.3
50	c1ccc(OCc2nc3ccccc3s2)cc1	-0.92
51	CCCCNC(=O)c1c(O)c2cccc3c2n(c1=O)CCC3	0.18
52	COc1ccc(C(NC(=O)CNC(C)=O)C(=O)Nc2ccc3c(c2)OCCO3)cc1 (stereo not given)	1.8
53	O=C(CCC(=O)NNC(=S)Nc1ccccc1)NCc1ccccc1	0.19
54	CCOc1cc2[nH]c(=O)n(CCCCC(=O)NC3CCCCCC3)c(=O)c2cc1OCC	0.65
55	Cc1c(C(=O)NCc2ccc3c(c2)OCO3)oc2ccc(S(=O)(=O)N3CCC(C)CC3)cc12	-4.8*
56	O=C(Nc1cccc(F)c1)N1CCN(C/C=C/c2ccccc2)CC1	-2.7
57	O=C(CCS(=O)(=O)c1cccc2nsnc12)N1CC(=O)N(CCc2ccccc2)C(=O)C1	0.11
58	Cc1nn2c(NCCCN3CCOCC3)c3c(nc2c1-c1ccccc1)CCC3	2.2
59	COc1ccc(C(=O)Nc2cc(C)on2)cc1	0.82
60	CCOc1ccc(-c2csc(NC(=O)C3CCCO3)n2)cc1 (stereo not given)	-0.58
61	CCCC(=O)Nc1cccc(NC(=O)CN2CCN(c3ccccc3OC)CC2)c1	0.41
62	O=C(NCC(c1cccnc1)N1CCOCC1)c1ccco1 (stereo not given)	-0.17
63	O=C(Cn1cnc2c(nnn2-c2ccc(F)cc2)c1=O)N1CCCc2ccccc21	0.0071
64	CN(C)c1ccc(C(=O)Nc2cc(C(F)(F)F)ccc2-n2cncn2)cc1	-0.34
65	COc1cc(-c2nc3ccccn3c2/N=C/c2cc(OC)c(OC)c(OC)c2)ccc1O	-0.022
66	O=C1c2oc3ccccc3c(=O)c2C(c2cccnc2)N1Cc1ccco1 (stereo not given)	0.14
67	Cc1ccc(C(=O)COC(=O)C2CC(=O)N(c3nc(-c4ccccc4)cs3)C2)cc1 (stereo not given)	-1.3
68	NC(=O)c1c(NC(NC(=O)c2ccco2)C(=O)c2ccc(Cl)cc2)sc2c1CCCC2 (stereo not given)	-0.68
69	Cn1c(=O)[nH]c(=O)c2c1nc(Br)n2Cc1ccccc1F	0.038
70	Cc1cc(C)c(C)c(OCC(=O)N2CCOCC2)c1	1.2
71	Cn1c(-c2c(N)n(C3CCCC3)c3nc4ccccc4nc23)nc2ccccc21	1.3
72	CCCn1nc(C(=O)Nc2ccc(S(=O)(=O)Nc3nccs3)cc2)c2ccccc2c1=O	0.44

Following part:
no.	canonical_smiles	Cav3 T inh
73	COc1cc(OC)c(OC)cc1/C=N/n1c(C)nnc1C	0.11
74	COc1ccc(CNn2c(C)nc3ccccc3c2=O)cc1	-1.4
75	CS(C)(=O)=NS(=O)(=O)c1ccc(Cl)cc1	0.42
76	COc1ccc2cc(CN(Cc3ccco3)Cc3nnnn3C3CCCCC3)c(=O)[nH]c2c1	-1.4
77	CCOC(=O)CCCNC(=O)CCNC(=O)c1ccc(OC(C)C)cc1	0.77
78	O=C(Nc1ccccc1)c1ccc(S(=O)(=O)N2CCCCC2)cc1	-0.027
79	CCCn1c(=O)c2ccccc2n2c(SCC(=O)NCc3cccs3)nnc12	0.54
80	NC(=O)c1ccc([N+](=O)[O-])cc1SCc1ccccc1	0.11
81	O=C(c1cccc(F)c1)n1nnc2ccccc21	0.23
82	Clc1ccc(-c2onc3c2CCCC3)cc1	-0.45
83	Cc1c(C(=O)O)oc2ccc(S(=O)(=O)N(CC(C)C)CC(C)C)cc12	1.9
84	CCOC(=O)c1sc(NC(=O)/C=C/c2cnn(CC)c2C)c(C(=O)OCC)c1C	0.073
85	CCN(CC)c1ccc(C(=O)OCC(=O)NC2CCCCC2C)cc1 (stereo not given)	-0.96
86	CCc1nnc(NC(=O)C(NS(=O)(=O)c2ccc3c(c2)OCCO3)C(C)C)s1 (stereo not given)	0.91
87	Cc1ccc(O)c(-c2cc(-c3ccccc3C)[nH]n2)c1	-3
88	COc1ccc(C2C(C(=O)Nc3ccc4c(c3)OCCO4)c3ccccc3C(=O)N2C)cc1 (stereo not given)	-0.12
89	O=C(O)CSCNC(=O)CC12CC3CC(CC(C3)C1)C2	-1.3
90	CCOC(=O)N1CCC(NC(=O)c2cc(C(=O)NCc3cccc(Cl)c3)ccc2CO)CC1	-0.86
91	Cc1nc2ccc(-c3nc4cc(N)ccc4o3)cc2[nH]1	0.19
92	CC(=O)Nc1ccc(OCC(O)CN2CCN(c3ccc(C)c(Cl)c3)CC2)cc1 (stereo not given)	-0.07
93	Cc1cc2cc(CN(CCN3CCOCC3)C(=O)Nc3ccccc3F)c(=O)[nH]c2cc1C	0.41
94	O=C(NC(=S)NC1CCCCCCCCCCC1)c1cccnc1	0.1
95	O=C(NCc1cccc(Br)c1)C1CC(c2ccc(C(F)(F)F)cc2)=NO1 (stereo not given)	-1.2
96	COc1cccc(-c2nnc(SCC(=O)N3CCCC3=O)n2-c2ccccc2)c1	0.58
97	CN1CCN(S(=O)(=O)c2cccc(S(=O)(=O)c3cccc(S(=O)(=O)N4CCN(C)CC4)c3)c2)CC1	0.84
98	CCOc1ccccc1C(=O)N1CCC(n2nnc3cc(C(F)(F)F)ccc32)CC1	-0.047
99	O=C(CCS(=O)(=O)c1cccs1)N1CCN(c2ccc(F)cc2)CC1	1.6
100	CC(C)COC(=O)CNc1n[nH]c(=S)[nH]c1=O	0.32
101	CC(C)(C)NC(=O)C1CCN(C(=O)c2ccc(Br)cc2)CC1	0.6
102	O=C(NCc1ccc2c(c1)OCO2)c1cc(-c2ccccc2)on1	-4.6*
103	CCn1c(SCC(=O)Nc2cc(C)on2)nc2c1c(=O)n(C)c(=O)n2C	1.2
104	COC(=O)C1=C(C(=O)OC)[C@@H]2N(C)c3ccccc3[C@@]23C[C@@H](C(=O)OC)N(C(C)=O)C3=N1	0.29
105	O=C(NCCc1ccc(F)cc1)N1CCOCC1	1.6
106	COc1cc(NC(=O)C2CCCN2C(=O)OCc2ccccc2)cc(OC)c1 (stereo not given)	-0.43
107	O/N=C/c1cc(Br)cc(Br)c1OCc1ccccc1	-0.48
108	CCc1ccc(N=c2c([N+](=O)[O-])nn(-c3ccccc3)n2O)cc1	-2.1
109	COc1ccc(C(C(=O)NC2CCCCC2)N(C(=O)c2ccco2)c2ccc(-n3cnnn3)c(C)c2)cc1 (stereo not given)	-0.0087
110	CCOc1ccccc1NC(=O)Cn1nnc(C(=O)Nc2ccc(C)cc2)c1N	-0.73
111	O=C(OCc1nc2ccc(Cl)cc2n1CCO)c1ccc2c(c1)OCO2	-1.6
112	CC(C)c1[nH]c(=O)c(C#N)c2c1CSC(C)(C)C2	0.92
113	Cc1cc(NC(=O)Cn2nc(-c3ccccc3F)ccc2=O)ccc1-n1cnnn1	0.21
114	CCOc1ccc2nc(NC(=O)CSc3ccccc3)sc2c1	0.46
115	COc1ccc(OC)c(C(=O)CSc2nnc(-c3cccnc3)n2C)c1	0.0017
116	Cc1cc(Cl)ccc1NC(=S)NCCC(c1ccccc1)c1ccccc1	-3.6*
117	CNC(=O)c1ccc2nc(NC(C)=O)sc2c1	1.1
118	CC(C)(CNS(=O)(=O)c1ccc(Cl)cc1)N1CCCCC1	-0.026
119	CCN(CC)C(=O)Cn1cnc([N+](=O)[O-])n1	1
120	Cc1ccc(-c2noc(CN(C(=O)CCN3C(=O)c4ccccc4C3=O)C(C)C)n2)cc1	-1.6
121	Cc1ccc(C(=O)ON=C2CCN(c3ccc([N+](=O)[O-])cc3)CC2)cc1	0.25
122	Cc1nc(SCC(=O)N2CCN(C(=O)c3ccco3)CC2)c2c(C)c(C)sc2n1	2.1
123	CC(=O)N1CCc2c(sc(NC(=O)c3ccc4c(c3)OCCO4)c2C#N)C1	-0.75
124	CCCCCC(=O)Nc1cccc(C2=NOC3(C2)C[C@H](C(N)=O)N(C(=O)c2ccccc2C(=O)c2ccccc2)C3)c1 (stereo not given in full)	-2.8
125	CCC(Sc1ccccc1C(=O)O)C(=O)O (stereo not given)	0.23
126	Cc1cccc(NC(=O)c2ccc(S(=O)(=O)N3CCCCC3)cc2)n1	-0.011

Screening data as filed in PubChem.

An excerpt. The share of hits here may be higher or lower than overall.
